LGR2 inh – inhibitors of bursicon-induced Drosophila LGR2 receptor cAMP signaling. HEK293 LGR2, CRE-luciferase, bursicon-stimulated, 4 h. 380,000 tested, 0.35% active. inhibition, % at 9.99 µM;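 active means drop in luminescence signal, shown as inhibition above about 50% in the replicate tests, limit read from the data, passing the limit was not always enough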;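 further: agonist challenge used bursicon conditioned medium at about half maximal strength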
PglD inh – blocks C. jejuni PglD acetyltransferase activity; purified PglD enzyme, DTNB colorimetric CoA detection; inhibition, % at 12.5 µM; 360,000 tested, 0.098% active; AID 602405; in the data active means inhibition above about 16%, passing the limit was not always enough; further: strong numbers were not always called active
ERAP1 HTS inh – inhibitors of human ERAP1 aminopeptidase. Q9NZ08. recombinant ERAP1, Leu-AMC fluorescence, 60 min. inhibition, % at 10.7 µM. 340,000 tested, 0.15% active. AID 652197;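 active means mean replicate inhibition of at least 30%, or all replicates individually reaching that 30% level; inactive means mean below 30% and not every replicate reaching it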;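 further: 0% = neutral control wells and 100% = L-leucinethiol positive control wells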
Target sequence (Q9NZ08 whole entry, looked up): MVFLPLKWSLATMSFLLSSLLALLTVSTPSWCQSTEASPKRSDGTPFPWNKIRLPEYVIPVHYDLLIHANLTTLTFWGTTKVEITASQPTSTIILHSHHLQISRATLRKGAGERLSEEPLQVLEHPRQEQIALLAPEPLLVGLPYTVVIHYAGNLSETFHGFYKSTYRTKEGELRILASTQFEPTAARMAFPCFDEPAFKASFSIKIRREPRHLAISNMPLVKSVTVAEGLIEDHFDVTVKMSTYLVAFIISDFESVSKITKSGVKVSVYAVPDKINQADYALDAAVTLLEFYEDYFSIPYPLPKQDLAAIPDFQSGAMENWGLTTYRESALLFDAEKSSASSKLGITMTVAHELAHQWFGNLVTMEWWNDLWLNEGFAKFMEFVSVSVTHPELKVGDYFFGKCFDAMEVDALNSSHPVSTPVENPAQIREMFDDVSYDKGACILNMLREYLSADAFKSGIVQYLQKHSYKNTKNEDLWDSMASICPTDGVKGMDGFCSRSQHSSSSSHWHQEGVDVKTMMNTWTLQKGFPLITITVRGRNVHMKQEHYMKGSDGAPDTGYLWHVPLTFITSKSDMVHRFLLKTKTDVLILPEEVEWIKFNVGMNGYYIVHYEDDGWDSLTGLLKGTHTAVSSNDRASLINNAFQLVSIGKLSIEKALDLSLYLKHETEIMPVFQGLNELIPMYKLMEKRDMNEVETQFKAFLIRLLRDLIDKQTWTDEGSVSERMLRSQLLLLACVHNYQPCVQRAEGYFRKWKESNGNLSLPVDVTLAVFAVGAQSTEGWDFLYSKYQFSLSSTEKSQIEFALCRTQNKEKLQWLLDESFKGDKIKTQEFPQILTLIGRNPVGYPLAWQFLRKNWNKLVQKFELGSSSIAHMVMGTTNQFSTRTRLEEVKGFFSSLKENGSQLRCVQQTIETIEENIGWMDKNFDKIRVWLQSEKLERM
S100A4 inh HTS – S100A4-myosin IIA interaction inhibition; P26447; S100A4/TAMRA-MyoIIA peptide fluorescence polarization; inhibition, % at 10.7 µM; 360,000 tested, 0.14% active; AID 652163;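 active means mean inhibition of at least 70% across replicates, with every replicate also reaching that level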
Target sequence (P26447 whole entry, looked up): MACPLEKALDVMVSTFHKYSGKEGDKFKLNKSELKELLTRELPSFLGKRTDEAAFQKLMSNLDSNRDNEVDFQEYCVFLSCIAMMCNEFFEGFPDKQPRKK
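Compound dosing: one dose per compound; test system: human S100A4 monomer with TAMRA-labelled myosin IIA peptide; probe or stimulus: TAMRA-labelled myosin IIA heavy-chain peptide probe, 5 nM; medium: HEPES buffer with Ca2+, pH 7.2; schedule: 5 min incubation before reading; benchmarks: neutral control DMSO, positive control TFP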
EWS-Fli inh – EWS/Fli transcriptional activity inhibition; AID 651661; A673 NR0B1-luciferase reporter, viability-normalised; inhibition, % at 12.6 µM; 350,000 tested, 0.67% active;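 active means mean inhibition of at least 50% after viability correction, with every replicate also passing that limit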;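 further: firefly luciferase signal divided by Alamar Blue viability fluorescence both relative to DMSO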
FN deposit inh – fibronectin deposition inhibition; inhibition, % at 12.6 µM; AH1F fibroblasts, Alexa488-fibronectin deposition fluorescence, overnight; 350,000 tested, 0.086% active;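 active means mean inhibition across replicates of 30% or more, regardless of how many single replicates reach that level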;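 further: positive control wells lacked labelled fibronectin entirely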
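Material – AH1F fibroblast monolayer, labelled fibronectin deposition · Reagent – labelled fibronectin 24 nM · Timing – 1 h adhesion, overnight exposure · Measured by – fluorescence at 485 nm excitation, 525 nm emission · Read-out – inhibition of fibronectin deposition signal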
PAX8 reporter – lowers PAX8-driven luciferase in RMG-I cells | RMG-I TPO-luciferase reporter, SteadyGlo, 24 h | inhibition, % at 12.6 µM | 360,000 tested, 1.2% active;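 active means mean replicate inhibition at least 60% with every replicate also reaching 60%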;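 further: luciferase light reporting Pax8 driven TPO promoter activity; plate controls were median of neutral control wells for no effect and mitoxantrone controls for full effect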
PGC1a acetyl inh – lowers PGC1a acetylation signal in U2OS cells; AlphaScreen anti-acetyl-lysine; with virally co-expressed GCN5 acetyltransferase; inhibition, % at 15.6 µM; 350,000 tested, 0.17% active; AID 651687;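 active means every replicate shows inhibition of at least 40%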;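 further: 0% = neutral control wells and 100% = positive control wells; some results beyond the cut were filed as inactive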
* hit, by the source's call; nt = not tested or not shown; & = joins results of further samples.

SMILES | LGR2 inh | PglD inh | ERAP1 HTS inh | S100A4 inh HTS | EWS-Fli inh | FN deposit inh | PAX8 reporter | PGC1a acetyl inh
Cc1ncn2cc(-c3ccc(Cl)cc3Cl)[nH]c(=O)c12 | -23 | 0 | nt | -1 | 13 | 3 | -16 | 12
C[C@@H]1CN([C@H](C)CO)C(=O)c2cccc(NC(=O)Nc3ccc(C(F)(F)F)cc3)c2O[C@H]1CN(C)S(=O)(=O)c1cn(C)cn1 | 5 | -1 | 1 | -3 | -10 | -2 | nt | 6
O=C(Cn1cnc2c(NCc3ccccc3)ncnc21)NCCc1cc2ccccc2[nH]1 | -11 | 4 | -4 | 0 | 16 | -1 | 13 | 7
COCCNC(=O)CSc1nc2cc3c(cc2c(=O)n1CCCC(=O)NCc1ccc(OC)cc1)OCO3 | -9 | nt | 3 | 1 | 1 | -8 | -3 | 8
Cc1nc(Nc2cccc(C(C)O)c2)c2nnn(Cc3ccc(F)cc3)c2n1 (stereo not given) | -32 | 2 | 7 | 3 | -28 | 1 | 2 | -4
CC(=O)Nc1c(I)c(NC(C)=O)c(I)c(C(=O)O)c1I | -10 | -3&11 | -1&0 | -42&3 | 0&-3 | 5&1 | -18&-11 | 13
C=CCn1c(SCC(=O)c2c(N)n(CCC)c(=O)n(C)c2=O)nnc1-c1ccncc1 | 18 | nt | -6 | -1 | 5 | nt | 2 | -2
CC1(C)Cc2ccccc2C(N/N=C/c2ccc([N+](=O)[O-])cc2)=N1 | -3 | nt | 3 | -4 | 1 | nt | 8 | nt
C/C(=N\Nc1nc(C)c(C)s1)c1ccc([N+](=O)[O-])cc1 | 1 | nt | -1 | -12 | -12 | 5 | -3 | nt
CC(=O)Nc1ccc(NC(=O)COC(=O)CCc2nc3ccccc3s2)cc1 | -5 | -1 | -2 | 4 | 10 | 12 | 13 | 7
Cc1c(CC(=O)N2C[C@H]3C[C@@H](C2)c2cccc(=O)n2C3)c(=O)oc2cc3occ(C(C)(C)C)c3cc12 | nt | -3 | 8 | -2 | 3 | nt | nt | -4
CC(=O)Nc1ccc(NC(=O)CS(=O)(=O)c2cn(CC(=O)N3CCC(C)CC3)c3ccccc23)cc1 | 5 | 4 | -4 | 2 | nt | nt | 1 | 1
CC(C)CNC(=O)CC(c1ccccc1)c1c(O)ccc2ccccc12 (stereo not given) | nt | -5 | nt | nt | nt | -1 | 26 | -5
COCCOC1CCN(C(=O)c2cc(COc3ccc(-n4cncn4)cc3)on2)CC1 | -8 | -2 | 0 | -4 | 4 | 2 | nt | nt
COC(=O)c1cc(C(C)=O)c(C)[nH]c1=O | -8 | 5 | -1 | 1 | -1 | nt | 14 | 6
O=C(CCNS(=O)(=O)c1ccc(Br)cc1)N1CCN(c2ccccc2O)CC1 | -9 | -3 | 0 | -5 | 2 | -1 | 18 | 1
COc1ccc(C(=O)n2nc(-c3ccc(OC)cc3)nc2N)cc1 | -5 | 4 | 2 | 2 | -14 | -3 | -3 | 16
CCC(=O)Nc1nc(C)c(C(=O)N2CCCCC2)s1 | 3 | -1 | 8 | -2 | -1 | nt | nt | -3
O=C([C@@H]1[C@@H](CO)[C@@H]2Cn3c(cccc3=O)[C@H]1N2C(=O)c1ccc(F)cc1)N1CCCCC1 | -8 | 2 | -1 | 22 | 2 | nt | -5 | -2
C[C@H]1CN([C@@H](C)CO)C(=O)CCCn2cc(nn2)CO[C@@H]1CN(C)Cc1ccc(C(=O)Nc2ccccc2N)cc1 | -12 | -2 | 0 | -6 | 18 | -5 | 7 | 4

Among those listed so far, 2 contain an aryl methoxy group:
SMILES | LGR2 inh | PglD inh | ERAP1 HTS inh | S100A4 inh HTS | EWS-Fli inh | FN deposit inh | PAX8 reporter | PGC1a acetyl inh
COCCNC(=O)CSc1nc2cc3c(cc2c(=O)n1CCCC(=O)NCc1ccc(OC)cc1)OCO3 | -9 | nt | 3 | 1 | 1 | -8 | -3 | 8
COc1ccc(C(=O)n2nc(-c3ccc(OC)cc3)nc2N)cc1 | -5 | 4 | 2 | 2 | -14 | -3 | -3 | 16

Next section.
SMILES | LGR2 inh | PglD inh | ERAP1 HTS inh | S100A4 inh HTS | EWS-Fli inh | FN deposit inh | PAX8 reporter | PGC1a acetyl inh
COCCNC(=O)CNC(=S)N(CCCN1CCOCC1)Cc1cccs1 | 13 | 2 | 4 | 1 | 5 | 7 | 9 | -3
COc1cc(OC)cc(-c2c(-c3ccc(F)cc3)c3cc(-c4cccc5[nH]ccc45)ccc3n2C)c1 | -4 | 8 | 6 | 2 | 3 | -5 | -7 | nt
CC(C)C[C@@H](CN1C(N)=NC[C@@H]1C)NC(=O)CC12CC3CC(CC(C3)C1)C2 | -8 | 3 | 0 | -1 | -4 | -8 | -13 | -4
CC(=O)Nc1ccc2nc(NC(=O)c3cccs3)sc2c1 | 12 | -2 | nt | 2 | -2 | -10 | -45 | 1
Cc1ccc(C)c(OCC(=O)Nc2nonc2NC(=O)COc2cc(C)ccc2C)c1 | nt | -1 | nt | nt | nt | 4 | 11 | -5
Cc1cc(C)c(S(=O)(=O)Nc2nnc(C(C)C)s2)c(C)c1 | 3 | 2 | 5 | -1 | 7 | 4 | -3 | nt
CCOC(=O)C1CCCN(C(=O)COc2ccc(C(=O)c3ccc(F)cc3)cc2)C1 (stereo not given) | 3 | 6 | 4 | -2 | -2 | 2 | 9 | -1
COc1ccc(Cl)cc1-c1cc(C(=O)NCc2cccs2)[nH]n1 | -1 | -2 | 1 | 4 | 2 | -7 | 7 | -8
C=CCn1c(=O)c2ccc(C(=O)NCc3ccccc3)cc2n(Cc2ccc(Cl)cc2)c1=O | 13 | nt | 2 | 0 | 16 | -3 | 21 | nt
COc1cccc(C(=O)NCC(=O)N2CCC3(CC2)NCCc2[nH]cnc23)c1 | 7 | 8 | 1 | -2 | -2 | -15 | 10 | -8
CN(CC(=O)Nc1cccc2ccccc12)C(=O)c1ccc(F)cc1F | -1 | 4 | 1 | -5 | -5 | 0 | -8 | 7
Cc1ccc(N2CN=c3s/c(=C\c4ccccn4)c(=O)n3C2)cc1 | nt | 1 | nt | nt | nt | 3 | -8 | -8
Cc1n[nH]c(C)c1S(=O)(=O)N1CCc2ccccc2C1 | 5 | -3 | -1 | -8 | nt | 8 | 5 | -6
COc1ccc(OC)c(CNC(=O)C2CCCN(c3ncnc4c3nc3n4CCCCC3)C2)c1 (stereo not given) | -7 | -3 | 0 | 1 | 8 | -13 | 17 | -18
O=C(O)c1ccc(-c2cccc(Cl)c2)o1 | -4 | 2 | -7 | -3 | nt | nt | nt | 3
CCOc1ccc(N(CC(=O)N2CCC(Cc3ccccc3)CC2)S(C)(=O)=O)cc1 | -10 | -4 | -3 | -4 | 9 | nt | 22 | -14
CC(C)NC(=O)N(C)C[C@@H]1Oc2ncc(-c3cccc(F)c3)cc2C(=O)N([C@H](C)CO)C[C@@H]1C | -12 | -3 | -4 | -2 | 1 | 5 | nt | 3
CC=Cc1ccc2n(c1=O)C[C@H]1[C@H](CO)[C@@H](C(=O)NCC)[C@@H]2N1C(=O)Nc1cc(F)ccc1F (mixture of isomers) | 11 | 0 | 2 | 15 | -1 | nt | nt | nt
COc1ccc([C@@H]2C=C(C(=O)N3CCCCC3)O[C@H](OCc3ccc(CO)cc3)C2)cc1 | nt | -2 | 3 | -4 | 8 | nt | -3 | -9
Cc1ccc(S(=O)(=O)Nc2ccc3c(c2)CC(=O)N([C@H](C)CO)C[C@H](C)[C@@H](CN(C)Cc2ccc(-c4ccccc4)cc2)O3)cc1 | 3 | -2 | -1 | -7 | -1 | -1 | nt | 4
COc1cc(C(=O)OCC(=O)N(C)C)cc(NC(=O)c2ccco2)c1OC | nt | -4 | nt | nt | nt | -4 | 15 | 5
COc1ccc(Nc2nc(C(=O)N3CCc4cc(OC)c(OC)cc4C3)cs2)cc1 | -17 | nt | 1 | -10 | 3 | 1 | 39 | 8
O=C(CCN1CCCCC1)NCC[C@@H]1CC[C@@H](NC(=O)c2ccc(F)cc2)[C@@H](CO)O1 | -13 | -1 | 0 | -7 | 8 | 10 | 2 | -4
O=C(CCCCCN1C(=O)c2ccccc2C1=O)Nc1ccc(F)cc1 | nt | -1 | nt | nt | nt | 4 | 5 | 2
O=C(NCCc1ccccc1)C1CCCN(c2nc3ccccc3s2)C1 (stereo not given) | 8 | 0 | -4 | 2 | -14 | -3 | -3 | nt
O=C(C[n+]1cc(-c2ccc(Cl)c(Cl)c2)n2c1CCC2)OCc1ccccc1 | 10 | 2 | -3 | 8 | 0 | 2 | 12 | 2
C[C@@H]1CN([C@@H](C)CO)C(=O)c2cc(NC(=O)CCCN(C)C)ccc2O[C@H]1CN(C)C(=O)Nc1ccc2c(c1)OCO2 | -12 | nt | 2 | 5 | -5 | -20 | 0 | -2
c1cnc2ccc(C(c3nnnn3C3CCCCC3)N3CCN4CCCC4C3)cc2c1 (stereo not given) | nt | -3 | nt | nt | nt | -6 | 10 | -7
CC(=O)Nc1ccc(S(=O)(=O)N2CCN(S(=O)(=O)c3ccc(F)c(F)c3F)CC2)cc1 | -1 | 9 | 2 | -6 | -31 | -1 | 6 | 9
CN(CC(=O)Nc1ccccc1Br)C(=O)c1ccccc1Cc1ccccc1 | 2 | 1 | 0 | 3 | 6 | -3 | 3 | -9
O=C(CN1CCN(S(=O)(=O)c2ccc(Cl)c(Cl)c2)CC1)N1CCCC1 | -8 | 3 | -1 | -1 | 1 | 0 | 11 | 7
CCc1cc(C(N)=S)ccn1 | -7&22 | -2&0 | -1&-4 | -4&-10 | -4&-6 | -2&1 | 12&3 | -2
O=C(O)c1ccc(NS(=O)(=O)c2ccc3c(c2)OCCCO3)cc1 | 16 | 4 | 2 | 3 | 3 | 3 | 11 | -6
CCn1c(/C=C/c2c(C)[nH]c3ccccc23)nc2ccccc2c1=O | -4 | -5 | 2 | -7 | -8 | 0 | 27 | -3
Cc1ccc(C)c(N2CCN(C(=O)c3ccc(N4CCOCC4)c([N+](=O)[O-])c3)CC2)c1 | 0 | 2 | 5 | -6 | 20 | -4 | 12 | nt
CO[C@H]1CN(C)C(=O)c2ccc(NC(C)=O)cc2OC[C@H](C)N(C(=O)c2cccnc2)C[C@H]1C | -20 | -4 | 1 | 1 | 2 | -7 | nt | -9
CCCNc1c(NC(=O)C2CCC(C)CC2)c(=O)oc2ccccc12 (stereo not given) | 18 | 0 | -1 | 0 | 0 | 0 | -4 | -1
C[C@H](NC(=O)c1nc[nH]c1C(=O)N1CCN(C(=O)OC(C)(C)C)CC1)C(=O)OCc1ccccc1 | 29 | 0 | 2 | 0 | 3 | 0 | -12 | 10
Cc1sc(NC(=O)CN(Cc2ccccc2)C(=O)C(C)C)c(C(N)=O)c1C | 7 | nt | -4 | 3 | 6 | -2 | -12 | nt
CCOc1ccc(S(=O)(=O)N2CCC(C(=O)N3CCOCC3)CC2)cc1Cl | -13 | 1 | -2 | -56 | 8 | 5 | 1 | -11
Cc1cc(C)n(C)c(=O)c1C#N | 7 | nt | -8 | 4 | 6 | -1 | -4 | -15
CC(C)C(=O)N=c1sc2cc(F)cc(F)c2n1C | -5 | 2 | 0 | -2 | -18 | -7 | -4 | nt
CCOC(=O)C1CCN(S(=O)(=O)c2c[nH]c(=O)[nH]c2=O)CC1 | 7 | 4 | -1 | -4 | -2 | -7 | -12 | 19
C#CCSc1nnc(-c2sc3ccccc3c2Cl)o1 | -36 | -4 | nt | nt | nt | 3 | nt | -5

One compound at a time, from the list above. Values in the order: LGR2 inh, PglD inh, ERAP1 HTS inh, S100A4 inh HTS, EWS-Fli inh, FN deposit inh, PAX8 reporter, PGC1a acetyl inh
Results for `C#CCSc1nnc(-c2sc3ccccc3c2Cl)o1` → -36, -4, nt, nt, nt, 3, nt, -5
Results for `CC(C)C(=O)N=c1sc2cc(F)cc(F)c2n1C` → -5, 2, 0, -2, -18, -7, -4, nt

Bioassay records as filed in PubChem.
